# Screening data deposited in PubChem by several laboratories.
# TLR4-MyD88 BLA = inhibitors of human TLR4-MyD88 binding; O00206+Q99836; HeLa CL3-4 TLR4/MyD88 BLA complementation, FRET ratio; inhibition, % at 8.4 µM; hit rate 0.18% among 200,000; AID 861; in the data active means inhibition above about 25%;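 further: 0% = vehicle and 100% = reference inhibitor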
# Target sequence (O00206 whole entry, looked up): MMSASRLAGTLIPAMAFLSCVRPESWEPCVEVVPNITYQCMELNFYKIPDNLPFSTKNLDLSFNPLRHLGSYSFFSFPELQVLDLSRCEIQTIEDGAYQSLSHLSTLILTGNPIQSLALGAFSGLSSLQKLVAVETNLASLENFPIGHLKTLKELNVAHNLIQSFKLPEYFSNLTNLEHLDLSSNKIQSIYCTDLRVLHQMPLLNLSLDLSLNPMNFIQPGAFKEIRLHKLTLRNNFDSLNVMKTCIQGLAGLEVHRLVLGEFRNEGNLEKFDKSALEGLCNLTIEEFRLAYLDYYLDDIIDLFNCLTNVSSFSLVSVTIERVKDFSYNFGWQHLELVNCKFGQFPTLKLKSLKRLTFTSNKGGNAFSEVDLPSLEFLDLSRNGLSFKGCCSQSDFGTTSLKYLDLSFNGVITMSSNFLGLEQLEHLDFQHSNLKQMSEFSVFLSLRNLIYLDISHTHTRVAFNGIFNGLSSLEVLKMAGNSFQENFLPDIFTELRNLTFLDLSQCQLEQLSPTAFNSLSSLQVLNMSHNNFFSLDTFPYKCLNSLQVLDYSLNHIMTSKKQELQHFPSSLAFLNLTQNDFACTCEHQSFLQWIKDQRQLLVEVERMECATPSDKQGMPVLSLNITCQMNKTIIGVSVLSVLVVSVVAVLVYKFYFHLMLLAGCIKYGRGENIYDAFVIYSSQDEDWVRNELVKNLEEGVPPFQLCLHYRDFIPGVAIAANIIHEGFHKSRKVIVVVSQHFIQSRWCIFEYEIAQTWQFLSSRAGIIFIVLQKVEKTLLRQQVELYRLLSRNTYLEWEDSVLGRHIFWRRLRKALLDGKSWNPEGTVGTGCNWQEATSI
# Target sequence (Q99836 whole entry, looked up): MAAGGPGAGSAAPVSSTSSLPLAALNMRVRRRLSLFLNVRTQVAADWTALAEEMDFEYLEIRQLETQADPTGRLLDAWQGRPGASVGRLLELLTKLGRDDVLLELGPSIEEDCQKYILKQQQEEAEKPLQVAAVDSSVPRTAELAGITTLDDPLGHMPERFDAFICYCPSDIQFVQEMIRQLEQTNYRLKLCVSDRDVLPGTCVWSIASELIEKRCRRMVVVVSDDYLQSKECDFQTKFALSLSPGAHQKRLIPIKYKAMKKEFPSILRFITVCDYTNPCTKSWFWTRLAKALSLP
# Hsp70 activator = Hsp70 transcriptional activation, primary screen; HeLa Hsp70 promoter luciferase reporter, luminescence; scaled: vehicle 0, proteasome-inhibitor control 100%; activation, % at 10 µM; hit rate 0.04% among 200,000; AID 1203;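 active means activation above the mean across all tested compounds plus 3 SD, cutoff set per campaign, cut at about 5.5% in these data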;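 further: 100% = MG132 at 30 µM as the positive control and 0% = DMSO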
# Diaphorase inh = diaphorase inhibition or chemical oxidation counter-screen; diaphorase resazurin-to-resorufin fluorescence, NADH, 16 min; bacterial (C. kluyveri) enzyme, not human; inhibition, % at 20 µM; hit rate 0.69% among 190,000;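 active means primary screen inhibition at 20 µM above a set limit, cut at about 50% in these data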;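 further: plate controls were DMSO with full reaction for no effect and wells lacking NADH for full effect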
#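 System: Diaphorase enzyme from Clostridium kluyveri | Amount: Enzyme working solution with 0.14 U/mL diaphorase | Benchmarks: No-NADH positive control and DMSO neutral control | Signal: Fluorescence of resorufin formed from resazurin, Ex 544/Em 590 nm | Schedule: 16-min room-temperature incubation before reading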
# DTT redox prof = compounds producing H2O2 with reducing agent – biochemical, NIH compound library profiling, artefact control for MLSCN library redox annotation, primary screen; DTT-dependent redox cycling H2O2, phenol red/HRP absorbance; 100% = 100 µM peroxide control, 0% = buffer; activation, % at 10 µM; hit rate 0.03% among 200,000; AID 878;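 active means activation of at least 50% relative to the plate's high and low controls in the primary single-dose screen; inactive means activation below 50%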;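 further: compound incubated with DTT at 0.8 mM final as the reducing agent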
# PMI activator = activators of human phosphomannose isomerase; hit rate 0.005% among 190,000; activation factor at 20 µM; AID 1214; purified human PMI, coupled resazurin fluorescence, 20 min; active compounds read high; 1 = vehicle control, 0 substrate-free wells; P34949;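 active means activation factor of 2 or more at 20 µM, relative to plate controls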
# S1P3 antag = S1P3 (human) receptor antagonism; inhibition, % at 4.98 µM; hit rate 0.27% among 170,000; CHO S1P3 NFAT-BLA reporter, FRET fluorescence, antagonist mode;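 active means inhibition above the plate cutoff, the mean inhibition of test wells on that plate plus 3 SD, cut at about 28% in these data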;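 further: cells challenged with S1P at its EC80 of 0.8 µM; blue over green emission ratio from cleaved BLA substrate after 4 h stimulation; 0% = S1P-stimulated wells and 100% = unstimulated DMSO-only wells; some compounds past the cut are filed as inactive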
# Diaphorase act = diaphorase activation or chemical reduction counter-screen. Diaphorase/resazurin coupled assay, resorufin fluorescence, 16 min; active compounds read high; 1 = vehicle wells, 0 = NADH-free wells. activation factor at 20 µM. hit rate 0.005% among 190,000. AID 1229;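 active means diaphorase activity raised at least twofold by the compound at 20 µM; inactive means activation factor below 2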
#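 Test system: Clostridium kluyveri diaphorase, purified enzyme; input: enzyme 0.07 U/mL final; buffer or medium: 50 mM HEPES pH 7.4 with 4.542 mM MgCl2, 0.005% Tween 20; also added: 0.114 mM NADH and 0.1 mM resazurin, final amounts; schedule: 16 min enzyme reaction, ambient temperature; technique: fluorescence of resorufin, 544 nm excitation, 590 nm emission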
# RAM network inh = blocks the yeast RAM network; AID 868; hit rate 1.8% among 190,000; inhibition, % at 50 µM; S. cerevisiae dse1pr::URA3 reporter, 5-FOA growth OD615, 2 d; analog-sensitive cbk1-as2 kinase mutant strain;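 active means inhibition above a set limit, 3 SD over mean compound inhibition, cut at about 8.4% in these data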;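 further: 0% = DMSO-only wells with no growth and 100% = 10 µM 1-NA-PP1 full growth; inhibition rescues growth on 5-FOA so higher OD means more RAM inhibition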
# PMI act satM6P = PMI (human) activation, high substrate. activation factor at 20 µM. hit rate 0.34% among 190,000. coupled PMI enzyme assay, resazurin fluorescence, 20 min; active compounds read high; 1 = untreated enzyme, 0 = substrate-free blank;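 active means activation factor of 2 or more at 20 µM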
#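 Technique: Diaphorase-driven resazurin-to-resorufin fluorescence, excitation 544, emission 590 nm | Assay system: Human PMI in coupled enzyme assay | Times: Enzyme reaction with compound 20 min at room temperature | Medium: HEPES-buffered pH 7.4 with magnesium and detergent | Reagent: Mannose-6-phosphate 1.0 mM (near-saturating) plus 0.22 mM NADP+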
# G6PDH CS = L. mesenteroides G6PDH inhibition counter-screen. Purified L. mesenteroides G6PDH, diaphorase/resazurin coupled fluorescence, 45 min. inhibition, % at 5 µM. hit rate 0.12% among 200,000. AID 1020
# L major viab = inhibitors of Leishmania major promastigote growth. Leishmania major promastigotes, resazurin fluorescence viability. inhibition, % at 10 µM. hit rate 9% among 200,000;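 further: promastigotes grown with compound for 44 hours at 28 °C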
# Active calls of the source: *; nt = no result given. Unless noted, no stated cut-off is given here; in the data, active means inhibition above about 50%; inactive means the rest. Compounds as they come. About 12% of those tested had a hit in this group.
SMILES,TLR4-MyD88 BLA,Hsp70 activator,Diaphorase inh,DTT redox prof,PMI activator,S1P3 antag,Diaphorase act,RAM network inh,PMI act satM6P,G6PDH CS,L major viab
COc1ccc(C(=O)NC(=S)NCC2CCCO2)cc1 (stereo unspecified),-5.2,0.6,15.1,-0.3,1,-5.7,0.8,-1.3,1.1,7.0,2.1
CCOC(=O)C(C)Sc1ncc(OC)c(Sc2ccc(Cl)cc2)n1 (stereo unspecified),1.8,-0.1,14.3,1.6,0.9,nt,0.9,0.1,0.9,-3.2,0.5
Cc1cc(C)n(Cc2ccc(C(=O)Nc3cccc(Br)c3)o2)n1,-7.0,-0.4,7.0,0.1,1,3.7,0.9,1.5,1,2.3,4.0
Cc1cccc(Cc2nnc(CCC(=O)N3CCCC(CN4CCOCC4)C3)o2)c1 (stereo unspecified),4.3,0.0,18.7,-0.5,0.8,-6.8,0.8,1.2,0.9,13.8,12.0
COC(=O)c1c(NC(=O)c2cccs2)sc2c1CCCC2,-2.4,0.0,14.9,-4.0,0.9,-5.7,0.9,1.8,1,20.3,2.6
O=C(C1CCN(S(=O)(=O)c2cccs2)CC1)N1CCN(c2ccccc2)CC1,9.9,-0.3,4.8,1.3,1,nt,1,2.4,1,3.7,-1.7
CC(C)Oc1ccc(CCc2nnc(SCC(=O)O)n2-c2ccccc2)cc1,11.4,0.0,0.1,0.2,1.1,-16.9,1,-0.4,1,-5.6,-8.8
O=C(Nc1nncs1)c1c(F)c(F)c(F)c(F)c1F,6.8,-0.2,12.1,1.7,0.9,-16.8,0.9,-1.7,1,12.4,2.2
O=C(C1=C(O)C(=O)N(CCN2CCOCC2)C1c1ccccn1)c1cccs1 (stereo unspecified),7.3,-0.4,13.2,2.3,1.2,-15.6,0.9,0.5,1.6,23.2,-3.0
CC(=O)c1cccc(Nc2nc(-c3cccc([N+](=O)[O-])c3)cs2)c1,-0.7,0.3,38.0,-1.8,0.9,nt,0.6,4.8,1,-55.3,25.7
CCCN(CCC)S(=O)(=O)c1ccc(NS(=O)(=O)c2ccc(F)cc2)cc1,2.5,-0.1,26.8,3.7,0.9,nt,0.7,6.4,0.9,1.2,0.8
CC(C)(C)c1nc(NCC2CCCO2)c2nnn(Cc3ccccc3)c2n1 (stereo unspecified),2.4,-0.1,7.6,0.9,1.2,-8.4,0.9,4.1,1,12.1,2.5
CC(Oc1ccc(Cl)cc1)C(=O)NNC(=S)NC(=O)c1ccco1 (stereo unspecified),-12.1,-0.4,25.0,-0.3,0.9,-7.8,0.8,0.7,1.1,-3.2,9.0
CCOC(=O)c1sc(N2C(=O)C(O)=C(C(=O)c3ccco3)C2c2ccccc2)nc1C (stereo unspecified),1.3,-0.2,nt,-0.6,nt,-51.8,nt,nt,nt,nt,-5.6
Cn1cccc1-c1cc(C(=O)N/N=C/c2cccc(O)c2)[nH]n1,4.3,-0.4,26.7,-0.6,1,1.6,0.7,2.3,0.9,8.0,1.1
O=c1[nH][nH]c(C(F)(F)F)c1C=NCc1cccc(Cl)c1,-3.5,0.2,7.2,0.7,1,nt,0.9,0.9,1.1,-1.7,-5.8
FC(F)(F)c1cc(-c2ccccc2)nc(N2CCCCCC2)n1,-9.4,-0.3,9.3,-0.1,0.9,-10.2,0.9,2.3,1,4.0,6.9
CCC(C)(C)NC(=O)Cc1ccc(F)cc1,-11.8,0.4,-26.4,-0.5,1.1,0.4,1.3,-0.7,1.2,13.5,-7.2
CCOC(=O)c1cc(OC(=O)c2ccccc2)n(-c2ccccc2)n1,-7.8,-0.1,9.2,-0.4,1.1,nt,0.9,1.6,1,4.7,-4.7
Cc1cc(NC(=O)CSc2nc(N)c(NC(=O)c3ccccc3)c(=O)[nH]2)no1,0.2,-0.2,1.4,-3.3,0.9,-28.8,1,0.7,1,1.7,-2.7
O=C(/C=C/c1ccc(Cl)cc1)NC(=S)NN1CCCCC1c1cccnc1 (stereo unspecified),9.6,-0.2,27.0,0.5,0.7,-4.0,0.7,-0.6,0.8,3.9,90.7*
O=C(Nc1ccc(N2CCN(C(=O)c3ccco3)CC2)cc1)c1ccc(F)cc1,-2.4,-0.2,20.6,-2.1,0.9,-7.6,0.8,0.7,0.8,8.6,-3.7
Cn1c(N2CCN(S(=O)(=O)c3ccc(F)cc3)CC2)nc2ccccc21,0.9,-0.1,24.0,0.1,0.9,-3.8,0.8,1.0,0.8,14.2,-1.3
O=C(CSc1nc(-c2ccccc2)c(-c2ccccc2)o1)Nc1nnc(-c2ccccc2)s1,-6.7,-0.1,11.1,2.1,0.9,nt,0.9,1.2,0.9,1.7,-2.9
COCCn1nnnc1C(CC(C)C)N1CCN(C(=O)c2ccco2)CC1 (stereo unspecified),9.2,-0.2,15.9,-2.4,1,-12.1,0.8,1.2,1,15.4,-2.7
# (listing goes on)
SMILES,TLR4-MyD88 BLA,Hsp70 activator,Diaphorase inh,DTT redox prof,PMI activator,S1P3 antag,Diaphorase act,RAM network inh,PMI act satM6P,G6PDH CS,L major viab
O=C(CCn1c(=O)sc2ccccc21)Nc1nccs1,-0.2,-0.2,3.3,-0.1,0.9,nt,1,1.9,1,3.6,-0.4
Cc1ccccc1C(=O)N1CCN(c2ncnc3c2cnn3-c2ccccc2)CC1,-6.4,-0.1,16.1,0.9,0.9,nt,0.8,0.3,0.9,1.5,13.6
CC1(C)C2CC=C(/C=N/NC(=S)Nc3cccnc3)C1C2 (stereo unspecified),0.4,-0.1,18.9,-1.8,1,-14.9,0.8,2.0,1,1.6,97.4*
COc1ccc(CCN2C(=O)CN(Cc3ccccc3)CC2=O)cc1OC,5.2,-0.2,18.6,-0.2,1.1,-13.0,0.8,-0.7,1,2.1,-4.1
Cc1c(N=Nc2ccc(N(C)C)cc2)c(=O)n(-c2ccccc2)n1C,-10.7,-0.1,-9.1,-0.4,1.1,-6.7,1.1,25.4*,1,2.3,-1.2
CCC(=O)N(Cc1cc2ccccc2[nH]c1=O)c1ccc(OC)cc1,10.7,-0.2,-8.9,-0.3,1,3.3,1.1,1.0,1,10.6,11.3
Cc1nn(CCCC(=O)Nc2ccccn2)c(C)c1[N+](=O)[O-],-26.8,-0.3,0.7,-0.2,1.1,0.6,1,0.8,1,4.5,-7.9
N#CCSc1ncnc2ccccc12,-12.0,0.1,0.4,-2.3,1.1,2.6,1,0.7,1.1,10.1,13.1
CCOCc1nnc(NC(=O)c2ccc(NC(C)=O)cc2)s1,1.5,-0.5,-2.5,-0.3,1,-7.2,1,2.8,0.9,4.6,-9.1
COc1cccc(CSc2nnc(C(F)(F)F)n2Cc2ccc(F)cc2)c1,-6.7,-0.4,15.9,-0.7,0.9,nt,0.8,2.0,1,4.1,1.0
COc1ccc(C2Nc3ccccc3C(=O)N2Cc2ccco2)cc1COc1ccc(F)cc1 (stereo unspecified),-1.0,0.0,7.0,3.1,0.9,nt,0.9,3.7,0.9,5.5,48.3
O=C1c2ccccc2C(=O)N1CCc1c[nH]c2ccc(O)cc12,5.9,-0.1,33.6,-0.1,0.8,-9.6,0.7,0.8,0.7,37.3,-5.0
CCOC(=O)C1CCCN(CC(O)COCc2ccc3c(c2)OCO3)C1 (stereo unspecified),2.0,-0.2,22.7,-0.1,1,-2.9,0.8,-0.4,0.7,4.8,19.0
COc1ccccc1NC(=O)CSc1nnc(C2CCCCC2)o1,-26.1,-0.1,14.1,-0.3,1,-26.6,0.9,2.9,0.9,4.3,3.5
CCOc1ccc(CC(=O)NCC2(N3CCCCC3)CCCCC2)cc1,-7.3,-0.2,0.8,-1.6,1.1,-0.3,1,1.5,1,-2.5,8.9
CC(C)C(CC(=O)NCc1ccco1)c1ccco1 (stereo unspecified),-9.4,0.1,7.5,3.2,1,nt,0.9,-1.7,1.1,-1.4,-7.1
CN(CCOC(=O)c1ccccc1)Cc1ccccc1,0.0,0.2,5.2,-0.2,1.1,-7.8,0.9,1.7,1.2,9.1,-1.2
CCN(Cc1ccccc1)c1ccc(/C=N/NC(=O)c2cccc(S(=O)(=O)N3CCOCC3)c2)cc1,5.7,-0.3,19.8,-0.5,0.9,-3.8,0.8,1.8,1,-5.4,91.1*
Cc1nc2cc3ccccc3cc2c(=O)[nH]1,4.2,0.3,31.3,-1.0,0.9,nt,0.7,-1.1,0.9,13.0,-5.4
COc1ccc(-c2noc(CSc3nc4sc(C)c(C)c4c(=O)n3-c3ccccc3)n2)cc1OC,3.5,0.3,12.0,-0.8,0.8,nt,0.9,5.9,0.8,-41.3,3.7
CC1(CCc2ccc3c(c2)OCO3)NC(=O)c2ccccc2N1 (stereo unspecified),-1.1,-0.4,-6.9,0.5,1.1,-16.3,1.1,-0.5,1.1,0.4,99.9*
O=C(CCc1ccccc1)Nc1cccc(-c2nnc(-c3ccco3)o2)c1,3.2,0.1,10.0,0.6,0.9,-18.9,0.9,8.2,0.9,-47.6,2.0
COCCn1c(C)cc(C(=O)COC(=O)CCc2ccc(S(=O)(=O)N3CCOCC3)cc2)c1C,-3.4,-0.1,10.6,1.8,1.1,nt,0.9,-1.0,1.1,3.3,-2.1
COc1ccc(-n2nc(C(=O)Nc3nc4ccc(OC)cc4s3)c3ccccc3c2=O)c(OC)c1,0.8,-0.3,10.6,0.3,0.9,-2.5,0.9,2.6,0.9,-16.1,-4.4
CC(=O)COC(=O)c1cccc(N2C(=O)C3C4C=CC(C4)C3C2=O)c1 (stereo unspecified),3.2,-0.3,12.5,-1.1,1,-28.6,0.9,-0.2,1,-2.2,-4.7
COC(=O)c1scc(C)c1NC(=O)Cc1ccccc1,2.0,-0.2,9.8,1.7,1,nt,0.9,0.9,0.9,7.7,-2.2

# One compound at a time, as listed above. Order of screens: TLR4-MyD88 BLA | Hsp70 activator | Diaphorase inh | DTT redox prof | PMI activator | S1P3 antag | Diaphorase act | RAM network inh | PMI act satM6P | G6PDH CS | L major viab
# O=C(CCc1ccccc1)Nc1cccc(-c2nnc(-c3ccco3)o2)c1 is listed with 3.2 | 0.1 | 10.0 | 0.6 | 0.9 | -18.9 | 0.9 | 8.2 | 0.9 | -47.6 | 2.0
# COC(=O)c1scc(C)c1NC(=O)Cc1ccccc1 is listed with 2.0 | -0.2 | 9.8 | 1.7 | 1 | nt | 0.9 | 0.9 | 0.9 | 7.7 | -2.2
